# Source: PubChem BioAssay (National Center for Advancing Translational Sciences (NCATS))
# UDG counter – UDG inhibition counter-screen; FRET deamination/UDG coupled assay, UDG read, 4 h; Potency, µM (highest dose often 115 µM), inactives show at the highest dose activity change, negative = inhibition, hits mostly inhibitors; 0.14% of 91,000 active; AID 1347430; also: nearly all actives have a fitted effect of over 65% in size
# AID inh – blocks human AID cytidine deaminase activity; AID deamination FRET fluorescence, UDG-coupled, 4 h; 0.32% of 91,000 active; Potency, µM (highest dose often 115 µM), inactives show top-dose activity change, negative = inhibition, most hits filed as inhibitors; Q9GZX7; AID 1347428; also: nearly all actives have a fitted effect of over 25% in size
# Target sequence (Q9GZX7 whole entry, looked up): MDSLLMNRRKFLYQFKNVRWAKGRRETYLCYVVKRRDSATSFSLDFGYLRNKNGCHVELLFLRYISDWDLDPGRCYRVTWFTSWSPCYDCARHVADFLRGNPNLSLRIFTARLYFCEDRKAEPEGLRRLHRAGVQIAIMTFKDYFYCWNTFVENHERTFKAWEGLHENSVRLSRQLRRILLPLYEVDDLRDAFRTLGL
# Numbers without * were called inactive; ? = inconclusive; & = joins results of further samples; [ ] = remark or other dose. Calls follow the shape of the dose curve; as a rule, active = well fitted curve in the direction sought with a large enough effect; inconclusive = small, poorly fitted or top-dose-only effect, or another doubt; inactive = no such curve, though single readings can be large; an effect the other way counts as inactive or inconclusive. % is scaled to controls: 0 for no effect and ±100 for the full control effect; potency is read from the fitted curve at half-maximal effect. The list is partial; the hit share may differ from the screen's.
smiles | UDG counter | AID inh
Cc1ccc(Cc2nc3ccccc3nc2SCC(=O)NCCc2ccccc2)cc1 | -5% | ?
O=C(NCc1ccccc1F)C1(Cc2nc3ccccc3s2)CCCC1 | 3% | -3%
CCOc1ccc(CCNC(=O)c2ccc3c(c2)N(Cc2ccccc2F)C(=O)c2ccccc2S3=O)cc1OCC (centres undefined) | -9% | -30%
Cc1c(C(=O)Nc2ccc(S(=O)(=O)N(C)C3CCN(C)CC3)cc2)oc2c(Cl)cccc12 | -8% | -6%
O=C(CCc1ncc(-c2ccc(Cl)cc2)o1)NC1CCCC1 | -6% | -10%
CCCSc1oc(-c2cccs2)nc1S(=O)(=O)c1ccc(C)cc1 | -16% | -13%
Cc1ccc(-n2ncc(C(=O)N3CCN(c4cccc(C)c4)C(C)C3)c2C2CCN(C(=O)OC(C)(C)C)CC2)cc1 (centres undefined) | 87%[activator] | ?
CCN(CC)C(=O)CSc1nc2cc(S(=O)(=O)N(C)C)ccc2o1 | -5% | -1%
COc1ccc(-n2nnnc2C(C)(C)Nc2ccc(C)cc2)cc1 | 2% | -17%
COc1ccccc1CCNC(=O)c1ccc2c(c1)c(C)c(C)n2C | 70%[activator] | -25%
CCCOc1ccc(C2c3c(-c4ccccc4O)n[nH]c3C(=O)N2Cc2cccnc2)cc1 (centres undefined) | -4% | -11%
COc1ccc(NC(=O)CSc2nc(-c3ccco3)nc3cc(=O)[nH]n23)cc1 | 27% | 4%
O=C(O)c1cc(/C=C/c2csc(-c3ccccn3)n2)nc2cc(F)ccc12 | -1% | 35%[activator]
COc1ccc(CCNC(=O)CCc2nc(CS(=O)(=O)c3ccc(Cl)cc3)no2)cc1OC | -3% | -8%
C[C@@H](C(=O)N[C@@H](Cc1ccccc1)C(=O)O)n1nnc2ccccc2c1=O | -3% | 3%

# One compound at a time (already shown). Order of values: UDG counter | AID inh
# COc1ccc(-n2nnnc2C(C)(C)Nc2ccc(C)cc2)cc1 as listed: 2% | -17%
# COc1ccccc1CCNC(=O)c1ccc2c(c1)c(C)c(C)n2C as listed: 70%[activator] | -25%
# CCCOc1ccc(C2c3c(-c4ccccc4O)n[nH]c3C(=O)N2Cc2cccnc2)cc1 (centres undefined) as listed: -4% | -11%
# CCCSc1oc(-c2cccs2)nc1S(=O)(=O)c1ccc(C)cc1 as listed: -16% | -13%

# New compounds follow.
smiles | UDG counter | AID inh
O/N=C/c1ccccc1Cl | 7% | 4%
CC(NC(=O)c1ccccc1NC(=O)c1nsc2ccccc12)c1ccccc1 (centres undefined) | -5% | 0%
Cc1ccc(-c2nnc(Nc3cccc(Cl)c3)c3ccccc23)cc1S(=O)(=O)N1CCCCC1 | -23% | -18%
CC(C)c1nn2c(=O)cc(COC(=O)c3ccccc3NC(=O)c3cccc(Cl)c3)nc2s1 | 2% | 4%
COc1ccccc1N=C1SC(C(=O)Nc2ccccc2OC)CC(=O)N1C (centres undefined) | -4% | 9%
COc1ccc(NC(=O)CCc2ncc(-c3ccc(Cl)cc3)o2)cc1 | 5% | 1%
Cc1cc(C)cc(-n2ccn(CC(=O)Nc3ccccc3F)c(=O)c2=O)c1 | 0%[57.5 µM] | 17%
CC(Sc1nc2ccc(F)cc2c(=O)[nH]1)C(=O)NC1CC1 (centres undefined) | 3% | -2%
COC(=O)c1cccc(OCc2ccccc2C#N)c1 | 10% | 0%
Cc1c(C(=O)NC2CCS(=O)(=O)C2)nnn1-c1ccccc1 (centres undefined) | 9% | 4%
O=C(COC(=O)c1ccc2c(c1)NC(=O)CS2)NCc1cccs1 | 2% | 2%
CCc1ccc(NC(=S)Nc2ccc(C)c(S(=O)(=O)N(CC)CC)c2)cc1 | -4% | -4%
CCOC(=O)c1[nH]c2c(c1C)/C(=N/O)CCC2 | -1% | 9%
Cc1csc2nc(COc3cccc(NC(=O)c4ccccc4F)c3)cc(=O)n12 | -2% | 0%
CCOCCCNc1oc(/C=C/c2cccc(OC)c2)nc1C#N | -5% | -5%

# The results go on.
smiles | UDG counter | AID inh
CCC1Oc2ccc(C)cc2N(CC(=O)NCc2ccc(F)cc2)C1=O (centres undefined) | -13% | -9%
COc1ccc(/C=C/c2nc3ccccc3o2)cc1OCC(C)C | -9% | -11%
COCCNC(=O)CCC(=O)NNc1nc2ccccc2c2nc(-c3ccccc3)nn12 | -5% | ?
COC(=O)c1c(-c2ccc(Cl)cc2)noc1N1CCN(c2ccccc2OC)CC1 | 1% | -7%
Cn1cccc1/C=C(\C#N)c1ccc(F)cc1 | -8% | -14%
Cc1cc(N2CCCCC2)nc2ccc(NC(=O)CCC(=O)N3CCN(c4cccc(Cl)c4)CC3)cc12 | -12% | ?
Cc1ccccc1OCCn1cc(C(=O)C2CC2)c2ccccc21 | -1% | -4%
CNC(=O)c1c(NC(=O)Cc2coc3ccc(C)cc23)sc2c1CCCC2 | -5% | 85%[activator]
CC(C)c1ccc(S(=O)(=O)c2nnn3c2nc(N2CCOCC2)c2sccc23)cc1 | 1%&-7% | ?
COc1ccccc1NC(=O)c1oc2ccccc2c1NC(=O)C(C)C | -5% | 19%
Cn1c(=O)c2c(nc(NCc3ccccc3)n2Cc2ccc(Cl)c(Cl)c2)n(C)c1=O | 3% | -28%
CCN(Cc1ccccc1)c1ncnc2c1cnn2-c1ccc(F)cc1 | ? | ?
Cc1cccc(NC(=O)N2CCN3CCCCC3C2)c1C (centres undefined) | -1% | -3%
COc1cccc(Cn2c(=O)n(-c3cc(C)cc(C)c3)c(=O)c3oc4ccccc4c32)c1 | -3% | -12%
NS(=O)(=O)c1ccc(NC(=O)COc2ncnc3ccccc23)cc1 | -1% | -8%

# Other results follow:
smiles | UDG counter | AID inh
O=C(OCc1cc([N+](=O)[O-])cc2c1OCOC2)C12CC3CC(CC(Br)(C3)C1)C2 | 2% | -3%
Cc1c(NC(=O)c2nn(C(C)C)c(=O)c3ccccc23)c(=O)n(-c2ccccc2)n1C | -9% | -5%
CCOc1ccc(NCc2cccn2-c2nnc(N3CCC(C(=O)NCc4cccc(OC)c4)CC3)s2)cc1 | -14% | -25%
c1ccc(CCN(Cc2ccccc2)Cc2cccc(OCc3ccccc3)c2)cc1 | -4% | -5%
O=C(c1cccc([N+](=O)[O-])c1)N1CCN(CCc2ccncc2)CC1 | -19% | 3%
Cc1nnc(NC(=O)CSCc2cc(=O)c3ccc(C)c(C)c3[nH]2)s1 | ? | -12%
Cn1cc(S(=O)(=O)N2CCCC2)cc1C(=O)N1CCN(c2cccc(Cl)c2)CC1 | 4% | -18%
C#CCOc1ccc(OC(=O)c2ccc(OCCCCCC)cc2)cc1 | -6% | -19%
Cc1nc(Oc2ccccc2Cl)c2c3c(sc2n1)CCC3 | -3% | -7%
COc1ccc(CCNC(=O)CCCn2c(=O)c3ccccc3n(Cc3cccc(Cl)c3)c2=O)cc1OC | 1% | 11%
Cc1ccc(C(=O)Nc2ccc(C(=O)OCc3cc(=O)n4ccsc4n3)cc2)cc1 | 2% | 0%
CCOc1ccccc1CNC(=O)c1cnc2sc(N3CCCCCC3)nn2c1=O | -5% | ?
CN1CCN(C(=O)c2cnn(-c3ccc(F)cc3F)c2C2CCN(C(=O)OC(C)(C)C)CC2)CC1 | -17% | 4%
Cc1ccc(-c2c(NC(=O)CN3CCC(C(N)=O)CC3)oc3ccccc3c2=O)cc1 | -6% | 5%
CCOC(=O)C1C2C=CC(C3CC23)C1C(=O)OCC(=O)c1ccccc1 (centres undefined) | 2% | 1%

# Following part
smiles | UDG counter | AID inh
COc1ccc(N(C)C(=O)C2CCN(S(=O)(=O)c3cc(Br)cc4c3N(C(C)=O)CC4)CC2)cc1 | -7%[57.5 µM] | ?
O=C(COC(=O)C1(c2ccc(Cl)cc2)CCCC1)Nc1cc([N+](=O)[O-])ccc1Cl | -7% | -7%
CC1CCCCN1CCCCNC(=O)CCc1ccc(C#N)cc1 (centres undefined) | -12% | 2%
CCCNC(=S)Nc1cccc(Cl)c1 | 10% | 1%
COc1ccc(-c2nnc3n2C(C)(C)Cc2c-3ccc3ccccc23)cc1OC | 9% | -29%
O=C(Nc1ccc(F)c(Cl)c1)c1ccc(-c2ccccc2)cc1 | 1% | 0%
Cc1ccc2c(c1)-c1nc3ccccc3cc1/C2=C\c1cccnc1 | -15% | ?
COc1ccc(C)cc1NC(=O)c1oc2ccc(S(=O)(=O)N3CCCCC3)cc2c1C | -15% | 1%
O=C1Cc2cc(S(=O)(=O)Nc3ccc(OC(F)(F)F)cc3)cc3c2N1CCC3 | ? | -6%
CSC1=N/C(=C\c2ccccc2Br)C(=O)S1 | 1% | 5%
O=C(CSc1cccc[n+]1[O-])Nc1cccc2ccccc12 | -6% | -1%
O=C(COc1ccccc1)NCCc1csc(-c2ccc(Cl)cc2)n1 | 29% | -1%
CC(C)Oc1cccc(C(C)NC(=O)c2ccccc2Cl)c1 (centres undefined) | -5% | 3%
COc1ccc(-c2nnc(SCC(=O)N3CCC(C)CC3)o2)cc1 | 2% | -17%
O=C(c1ccccc1F)N(C1CCCC1)C1CC1 | -6% | -4%

# 4 entries out of the list, arranged by molar mass, smallest number first:
smiles | UDG counter | AID inh
O=C(c1cccc([N+](=O)[O-])c1)N1CCN(CCc2ccncc2)CC1 | -19% | 3%
COc1ccccc1NC(=O)c1oc2ccccc2c1NC(=O)C(C)C | -5% | 19%
COc1ccc(-c2nnc3n2C(C)(C)Cc2c-3ccc3ccccc23)cc1OC | 9% | -29%
COc1ccc(C)cc1NC(=O)c1oc2ccc(S(=O)(=O)N3CCCCC3)cc2c1C | -15% | 1%

# Carrying on.
# Below each compound – UDG counter | AID inh
CCCCN(C(=O)Cn1c(=O)c2c(ncn2C)n(C)c1=O)c1ccccc1
  -6% | -2%
CC(C)Sc1ccc(C(=O)NCC(O)c2ccccc2)cc1 (centres undefined)
  2% | -7%
CCc1ccc(NC(=O)Cn2c(=O)n(Cc3nc(C)no3)c(=O)c3cc4c(cc32)OCO4)cc1
  -7% | 12%
N#Cc1ccc(NN)c([N+](=O)[O-])c1
  ? | ?
COC(=O)c1ccc(C2CC(=O)Nc3sc(C(=O)Nc4cccc(C(F)(F)F)c4)c(C)c32)cc1 (centres undefined)
  7% | 2%
Cc1c2cnn(-c3ccccc3)c(=O)c2c(C)n1CC(=O)NCc1ccccc1
  -17% | 13%
COc1cccc(NC(=O)CSc2nc3ccccc3nc2N2CCOCC2)c1
  -4% | -22%
CCN(CC)CCCCC(C(N)=O)c1ccccc1 (centres undefined)
  -1% | 11%
Cc1cccc(-c2nc(S(=O)(=O)c3ccccc3)c(N3CCN(c4ccccc4)CC3)o2)c1
  2% | -5%
Cc1ccc(OCC(=O)Nc2cc3nn(-c4ccccc4)nc3cc2C)cc1
  28% | 21%
Cc1cccc(S(=O)(=O)c2cn(C)c3cc(N4CCN(c5ccccc5)CC4)c(F)cc3c2=O)c1
  -6% | 22%
COc1ccc(NC(=O)C2CCCN(S(=O)(=O)c3c(C)[nH]c(=O)[nH]c3=O)C2)c(OC)c1 (centres undefined)
  -2% | 12%
CCOc1ccc(-n2c(-c3ccccc3)c(C)n3c4c(=O)n(C)c(=O)n(C)c4nc23)cc1
  4% | 31%[activator]
CC1(C(=O)NC2CCCCC2)Cc2ccccc2C(=O)N1Cc1ccc(F)cc1 (centres undefined)
  -7% | 1%
O=C(Nc1ccc2c(c1)N(C1CCCC1)C(=O)c1ccccc1S2)c1cccc(F)c1
  ? | -16%
COc1ccc(Cn2ccnc2SCC(=O)Nc2ccc3c(c2)OCCO3)cc1
  -2% | -7%
CCOC(=O)/C(C#N)=C\c1cc(Br)ccc1OCc1ccc(Cl)cc1
  0% | -7%
COc1ccc(C2NC(=S)NC3=C2CCc2ccccc23)cc1 (centres undefined)
  0% | 37%[activator]
Cc1cccc(NC(=O)C2CCCN(S(=O)(=O)c3ccc4c(c3)oc(=O)n4C)C2)c1C (centres undefined)
  -19% | ?
COc1ccc(CNC(=O)c2cnc(N3CCCC3)nc2C)cc1
  10% | 3%
CCOc1cccc(CNCC2CCCO2)c1 (centres undefined)
  0% | -4%
COc1ccc(CNC(=O)CN2C(=O)COc3ccc(S(=O)(=O)N4CCCCC4)cc32)cc1
  0%[57.5 µM] | -4%
CCN(CC)S(=O)(=O)c1ccc2c(c1)N(CC(=O)NCCc1ccccc1)C(=O)CO2
  -4% | -5%
COc1ccc(S(=O)(=O)N2CCC(N3CCN(Cc4ccc(F)cc4)C(=O)C3=O)CC2)cc1
  -2% | -7%
CCCCNc1nc(-c2ccc([N+](=O)[O-])cc2)nc2ccccc12
  -11% | 5%
CN(CC(=O)Nc1ccc(Cl)cc1F)S(=O)(=O)c1ccc2c(c1)n(C)c(=O)c(=O)n2C
  -7% | -46%
COc1ccccc1/C=C(\C#N)C(=O)NCC1CCCO1 (centres undefined)
  2% | 2%
COc1ccc2oc(-c3ccc(NC(=O)c4ccccc4C)cc3)nc2c1
  1% | -2%
Cc1ccc(-c2cc3ncc4c(n3n2)-c2cc(F)ccc2OC4)cc1
  -13% | 8%
N#Cc1nc(/C=C/c2ccc(F)cc2)oc1N1CCCCCC1
  -24% | ?

# (continued)
# Below each compound – UDG counter | AID inh
CCOc1cccc2cc(C(=O)N3CCN(c4ccccc4C)CC3)c(=O)oc12
  9% | -3%
O=C(NCc1ccc(F)cc1)NC1CC1
  6% | 10%
CCCCn1c(N2CCN(Cc3cccc(C)c3)CC2)nc2c1c(=O)[nH]c(=O)n2C
  -6% | -19%
Cc1cccc(C(=O)N2CCc3cc(CNC(=O)c4ccnn4C)ccc32)c1
  0% | -7%
CCOC(=O)C1CCN(C(=O)c2ccc3c(c2)sc2nc(-c4ccc(C)cc4)cn23)CC1
  0% | 7%
O=C(Nc1cc(Cl)ccc1F)C1CC(=O)N(C2CCCC2)C1 (centres undefined)
  5% | -1%
CCCCN1C(C)=NC(C(F)(F)F)(C(F)(F)F)C2=C1CC(C)(C)CC2=O
  5% | 3%
